# TRHR ag: TRH receptor (human) agonism; P34981; TRHR cells, calcium flux fluo-8, FDSS agonist mode; activation, % at 2 µM; actives 0.18% (n = 360,000); note: 0% is about no effect
# Target sequence (P34981 whole entry, looked up): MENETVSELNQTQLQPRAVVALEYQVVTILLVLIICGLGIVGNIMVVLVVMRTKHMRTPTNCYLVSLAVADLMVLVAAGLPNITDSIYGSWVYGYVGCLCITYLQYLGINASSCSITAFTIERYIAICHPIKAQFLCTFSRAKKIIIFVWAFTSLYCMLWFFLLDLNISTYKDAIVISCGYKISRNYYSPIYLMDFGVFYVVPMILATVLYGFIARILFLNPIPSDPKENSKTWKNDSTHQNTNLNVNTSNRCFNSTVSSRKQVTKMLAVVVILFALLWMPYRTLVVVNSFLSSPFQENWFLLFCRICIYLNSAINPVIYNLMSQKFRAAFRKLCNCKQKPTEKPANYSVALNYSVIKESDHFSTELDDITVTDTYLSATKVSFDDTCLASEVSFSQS
#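 Fluo-8-loaded TRHR cells; 10 s baseline, compound added, kinetic Ca2+ fluorescence read 1/s, agonist mode.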
# RXFP1 antag: blocks the human relaxin receptor RXFP1; Q9HBX9; HEK293-RXFP1, relaxin-stimulated cAMP HTRF, 30 min; stronger effect = lower value; activity change, negative = inhibition, % at 57.5 µM; actives 0.59% (n = 350,000);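 active = activity change of -60% or lower, but not beyond a set lower limit; inconclusive = change between -60% and -40%, or beyond the set limit; inactive = change above -40%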; note: % is set by controls: 0 for no effect and ±100 for the full control effect
# TRHR enhancer: TRH receptor (human) allosteric enhancement. P34981. TRHR cells, fluo-8 calcium fluorescence, EC20 TRH enhancement. enhancement, % at 2 µM. actives 0.66% (n = 360,000); in the data active = enhancement above about 30%; note: 0% is about no effect
#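 Enhancer read-out: after compound pinning and an initial kinetic agonist-mode read, an EC20 of TRH (10 nM final) was injected and fluo-8 calcium signal (Ex 480/Em 530) followed at 1 s/cycle for 100 cycles in TRHR-expressing cells.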
# D2 PAM: positive allosteric modulators of human D2 dopamine receptor | P14416 | HEK293 T-REx D2, calcium flux, EC20 dopamine potentiation | potentiation, % at 10 µM | actives 0.34% (n = 340,000) | AID 485347;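 active = potentiation over 3 SD above the plate norm, cut at about 30% in these data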; note: 0% is about no effect
#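 Tetracycline-induced Hek293 Trex D2 cells, force-coupled to calcium, loaded with no-wash calcium dye. Compound added with 180 s kinetic read for agonism, then EC20 dopamine and a further 180 s read for potentiation.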
# D1 PAM: enhances dopamine response at the human D1 receptor | P21728 | HEK293 TREx D1 cells, calcium flux, dopamine EC20 potentiation | potentiation, % at 10 µM | actives 0.036% (n = 360,000); in the data active = potentiation above about 30%; note: 0% is about no effect
# Target sequence (P21728 whole entry, looked up): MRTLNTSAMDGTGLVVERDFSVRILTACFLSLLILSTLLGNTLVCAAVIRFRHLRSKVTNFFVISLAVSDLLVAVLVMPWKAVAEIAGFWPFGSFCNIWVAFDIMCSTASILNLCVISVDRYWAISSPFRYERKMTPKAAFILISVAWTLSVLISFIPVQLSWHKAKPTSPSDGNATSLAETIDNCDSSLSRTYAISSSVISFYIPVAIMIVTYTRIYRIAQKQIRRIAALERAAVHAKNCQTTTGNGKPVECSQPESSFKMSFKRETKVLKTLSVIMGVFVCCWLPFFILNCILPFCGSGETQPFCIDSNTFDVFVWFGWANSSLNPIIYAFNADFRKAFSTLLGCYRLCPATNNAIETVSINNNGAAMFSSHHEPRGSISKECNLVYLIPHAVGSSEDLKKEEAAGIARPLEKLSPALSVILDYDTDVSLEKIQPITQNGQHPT
# D1 agonist: agonists of human D1 dopamine receptor. HEK293 T-REx D1 cells, calcium flux, agonist mode. actives 1% (n = 360,000). activation, % at 2 µM; note: 0% is about no effect
#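 Tetracycline-induced HEK293 TREx D1 cells, force-coupled to calcium signalling, were dye-loaded with a no-wash calcium kit. Compound was pin-added after a 10 s baseline. Fluorescence was read kinetically at 1 cycle/s for 180 s, with calcium rises flagged as agonism.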
# D2 agonist: agonists of human D2 dopamine receptor; HEK293 T-REx D2 cells, calcium flux agonist mode; activation, % at 2 µM; actives 0.53% (n = 340,000);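 active = activation over 3 SD above normal in the single-dose calcium agonist read, cut at about 30% in these data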; note: 0% is about no effect
#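 Tetracycline-induced HEK293 Trex cells with D2 receptor force-coupled to calcium signaling, plated overnight at 30 C and loaded with no-wash calcium dye. Calcium flux read kinetically for 180 s after compound addition; responses flag agonists.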
# D2 antag: antagonists of human D2 dopamine receptor; inhibition, % at 10 µM; actives 2% (n = 340,000); HEK293 TREx D2 cells, calcium flux, dopamine EC80; P14416; in the data active = inhibition above about 30%; note: 0% is about no effect
#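 Antagonism is scored as inhibition of an EC80 dopamine-evoked calcium signal in a force-coupled, tetracycline-inducible HEK293 T-REx D2 line, with compound present 180 s before agonist.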
# D1 antag: human D1 dopamine receptor antagonism | P21728 | HEK293 TREx D1 cells, calcium flux, dopamine EC80; stronger effect = lower value | activity change, negative = inhibition, % at 10 µM | actives 3.2% (n = 360,000) | AID 504652; in the data active = activity change below about -30%; note: % is set by controls: 0 for no effect and ±100 for the full control effect
#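 Antagonism measured as reduced calcium response to an EC80 dopamine addition following 180 s compound pre-read; cells were inducible HEK293 Trex D1 plated overnight at 30 C, read kinetically at 1 cycle/sec.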
# * = called active by the depositor; ? = inconclusive; . = not tested or not shown. Cut-off read from the data, not from the text of the source, unless noted: active = activation above about 30%; inactive = the rest.
Structure	TRHR ag	D1 agonist	D1 antag	TRHR enhancer	D2 antag	RXFP1 antag	D1 PAM	D2 PAM	D2 agonist
CNC(=S)N/N=C1\C2CN3CCN(C2)CC1(c1ccccc1)C3	0.0	6.4	1.0	3.5	-18.4	14.5	1.4	10.4	-0.8
CCCCC12CNCC(C)(CNC1)C2=O	1.3	-2.7	-13.8	7.2	-9.2	14.9	-0.2	0.1	0.3
CC1(C)COC(Nc2ccc(Cl)cc2)=N1	0.4	1.4	-10.3	-2.1	-8.8	-7.7	-6.1	5.5	0.3
CC1CCCCC1NC(=O)CNC(=S)N1CC2CC(C1)c1cccc(=O)n1C2 (configuration not stated)	0.0	0.2	-18.7	-2.6	15.8	-2.1	-3.9	-4.9	-0.8
COc1ccc(C(C)=O)cc1CC(C(=O)c1ccc(F)cc1)N(C)C (configuration not stated)	-1.5	1.7	-20.5	-6.7	1.7	-0.5	1.5	7.0	-1.7
Cc1cc(C)cc(NC(=O)CN2C(=O)CN=C(c3ccccc3)c3cc(Cl)ccc32)c1	0.1	3.0	-7.0	-3.2	.	-36.6	-0.8	-9.3	0.0
C/C(=N\NC(=O)c1ccncc1)c1c(O)n(Cc2ccccc2)c(=O)[nH]c1=O	-0.5	3.0	-20.7	-2.9	.	3.0	-1.0	3.9	.
O=C(CCc1nnc2ccc(NCc3ccccc3Cl)nn12)N1CCC2(CC1)OCCO2	0.0	1.9	3.5	-6.8	-7.4	-3.0	-13.2	-9.9	0.5
CCSc1nnc(NC(=O)c2cccn(Cc3ccc(Cl)cc3)c2=O)s1	0.0	0.0	-35.2*	-5.1	.	.	-1.1	-5.4	1.1
CC12CCC3C(CC=C4CC(O)CCC43C)C1C/C(=C\N1CCCC1)C2=O (configuration not stated)	-0.6	-0.4	-7.8	-11.9	12.3	.	-2.5	2.3	-0.9
O=c1[nH]c(=O)n(CCc2ccccc2)c(O)c1/C=N/N1CCOCC1	0.2	2.2	-11.8	-1.1	-0.8	-0.7	-2.6	-4.5	0.1
CSc1ncc(/C=C2/C(=O)NC(=O)N(c3ccc(C(C)C)cc3)C2=O)cn1	0.6	2.2	18.7	-2.6	1.8	-13.8	-0.3	-9.3	2.3
CCOc1ccc(C2SCC(=O)Nc3c2c(=O)[nH]n3C2CCCCCC2)cc1 (configuration not stated)	0.4	4.8	-20.8	4.1	-10.3	-9.2	-6.1	0.2	0.4
N#CC1=C(N)Oc2c(c(=O)oc3ccccc23)C1c1ccccc1OC(=O)c1cccs1 (configuration not stated)	-1.1	0.1	9.1	4.5	-5.4	-11.1	-0.8	3.3	0.6
CN1CCc2nc(N)c(C#N)c(-c3ccccc3)c2C1	0.1	4.7	5.4	1.3	-47.4	-0.8	-8.2	-20.5	0.9
COc1ccc(CCn2c(O)c(/C=N/N3CCOCC3)c(=O)[nH]c2=O)cc1OC	-0.3	1.2	-5.6	2.6	0.7	3.2	-2.6	4.4	0.7
O=C(c1cccs1)N1C2CCC1CC(O)(c1cccnc1)C2 (configuration not stated)	-0.8	1.7	5.4	11.3	2.9	4.1	-1.8	11.5	0.5
CN1CCN(Cc2cc(C(C)(C)C)c(O)c(C(C)(C)C)c2)CC1	0.0	1.4	-4.6	-3.6	8.1	-15.4	-2.9	-20.9	-0.6
CCOC(=O)C1(CCCc2ccccc2)CCN(C2CCCC2)CC1	-0.5	22.0	-15.8	16.3	.	2.4	-6.3	.	.
O=[N+]([O-])c1cccc(CN2CCN(Cc3ccc(Cl)cc3)CC2)c1	-0.3	-4.3	-3.7	-1.3	50.5*	?	-3.8	-19.0	-0.3
CC/C(=N\NC(=O)c1ccccc1O)c1c(O)n(Cc2ccccc2)c(=O)[nH]c1=O	0.7	5.4	3.9	-3.2	6.5	-11.7	-5.7	0.4	0.1
O=C1NC(=S)NC(=O)C1=Cc1cccn1-c1ccc(O)cc1	0.1	-1.7	-1.5	2.8	0.7	-31.5	-3.5	7.2	1.9
CCOc1ccc(NC(=O)c2c(C)nn(Cc3ccccc3)c2Cl)cc1	-0.6	3.6	-12.3	-1.4	0.6	-3.5	9.3	0.9	-0.6
CCOC(=O)C1(c2ccccc2)CCN(CC(=O)Nc2ccc(C)cc2)CC1	-2.2	-0.5	-1.1	2.5	9.9	5.6	-3.8	-19.7	-0.8
COc1ccc(CCNC2CCCCCC2)cc1	3.2	6.7	6.0	-5.5	-4.9	-1.7	1.2	-15.5	-0.5
O=C(NCCO)c1nsnc1NCCCl	2.1	5.2	2.0	-0.4	4.2	-3.8	2.6	-0.6	1.9
CCC(=NCC1CCCO1)c1c(O)n(Cc2ccccc2)c(=O)[nH]c1=O (configuration not stated)	-0.9	-0.9	4.7	-3.7	1.1	2.5	-2.4	-5.8	-1.8
CCOC(=O)CCN=Cc1c(O)n(-c2ccc(Br)cc2)c(=O)[nH]c1=O	0.4	0.8	-3.9	-4.6	5.6	-0.2	4.2	8.1	0.9
C1CCC2CCCCC2C1 (configuration not stated)	0.0	1.2	.	4.0	-13.2	.	-1.2	-0.7	1.2
O=c1[nH]c(=O)n(CCc2ccccc2)c(O)c1C=NCCCn1ccnc1	0.0	2.3	5.6	9.8	-1.4	0.5	0.1	12.9	-1.2

# Complete entries from above. Values in the order: TRHR ag	D1 agonist	D1 antag	TRHR enhancer	D2 antag	RXFP1 antag	D1 PAM	D2 PAM	D2 agonist
# Entry for CN1CCN(Cc2cc(C(C)(C)C)c(O)c(C(C)(C)C)c2)CC1 : 0.0	1.4	-4.6	-3.6	8.1	-15.4	-2.9	-20.9	-0.6
# Entry for CCCCC12CNCC(C)(CNC1)C2=O : 1.3	-2.7	-13.8	7.2	-9.2	14.9	-0.2	0.1	0.3

# Following part
Structure	TRHR ag	D1 agonist	D1 antag	TRHR enhancer	D2 antag	RXFP1 antag	D1 PAM	D2 PAM	D2 agonist
COc1ccc(C(C)=O)cc1CN1CC=C(c2ccccc2)CC1	-1.0	3.9	-0.5	4.7	78.1*	3.0	-16.4	-27.1	3.4
CCN(CC)C(=O)c1ccc(NC(=O)c2c(C)noc2C)cc1	0.0	2.4	10.3	1.5	5.8	0.4	-0.1	10.2	0.8
Cc1nc2cc(-c3cccc(F)c3)nn2c(C)c1CCC(=O)N1CCC2(CC1)OCCO2	-0.2	2.1	5.4	-0.9	18.7	-4.3	5.7	18.6	-0.4
COc1cc(NC(=O)CN2C3CCC2CC(O)(c2cccnc2)C3)cc(OC)c1 (configuration not stated)	-0.5	0.8	12.3	2.1	7.3	4.0	-2.5	-9.8	-2.3
Cc1cc(Oc2ccc(C(F)(F)F)cc2[N+](=O)[O-])c2c3c(c(=O)oc2c1)CCC3	-0.8	2.9	-7.7	-5.1	6.1	-4.9	-7.3	0.8	0.6
C[C@H]1CCC/C=C/C2C[C@H](O)CC2[C@H](O)/C=C/C(=O)O1 (some centres not stated)	0.3	1.9	-41.1*	-1.4	-18.7	.	-3.4	14.0	1.8
CCc1c(C)nc(N)nc1N1N=C1SCC#N	0.2	1.1	-0.5	-1.3	9.0	-6.1	5.6	7.7	0.0
c1cc(CNCCc2ccc3c(c2)OCO3)ccn1	0.1	-0.4	-13.2	26.8	-20.0	11.8	-7.0	8.2	-1.1
CN1C2CCC1CC(OC(=O)c1cc(Cl)cc(Cl)c1)C2 (configuration not stated)	2.6	20.8	5.1	-2.2	.	-14.7	-8.9	.	.
COc1ccccc1OP(=O)(Nc1ccc(Br)cc1)Oc1ccccc1OC	0.5	5.7	-46.6*	5.9	-2.2	4.0	-4.5	0.6	-0.4
N=c1sccn1Cc1ccccc1F	0.9	1.7	7.5	0.9	22.2	-14.5	4.5	-6.5	0.7
Cc1ccc(-n2c(/C=C/c3cccs3)nc3ccccc3c2=O)cc1C	-0.2	2.2	-6.5	-15.6	.	-13.5	2.2	6.9	.
Cc1nn(Cc2ccccc2Cl)c(C)c1C(=O)OCC(=O)N1CC(C)OC(C)C1 (configuration not stated)	0.2	1.7	3.8	1.5	-21.7	1.7	2.3	-3.5	0.4
CC(=O)Nc1ccc(OC(=O)N(C)C)cc1	2.1	4.8	-11.8	5.8	-34.1	14.5	-6.8	-8.6	0.2
Nc1ccc(C2(c3ccc(N)cc3)CN3CCC2CC3)cc1	0.6	0.0	.	27.2	-31.0	-11.0	-2.8	4.3	-0.3
Cc1c(C(c2ccccc2Cl)c2c(O)c3ccccc3oc2=O)c(=O)n(-c2ccccc2)n1C (configuration not stated)	0.1	-1.1	-10.3	6.6	4.3	-3.9	-0.8	-1.3	-0.7
O=Cc1c(C(=O)O)n(Cc2ccc(F)cc2Cl)c2ccccc12	0.4	1.9	-7.5	-2.1	9.4	-2.0	-5.5	0.9	-0.6
COC(=O)C1=C(c2ccc(F)cc2F)C[C@@H]2CC[C@H]1N2C(=O)N1CCC(C)CC1	0.0	0.0	-21.6	20.5	-5.8	.	-4.3	-7.8	-0.3
CCC(=NCc1ccco1)c1c(O)n(Cc2ccccc2)c(=O)[nH]c1=O	-0.7	14.9	5.1	2.9	-13.1	11.6	-6.2	-4.1	-0.5
CC(Cc1ccccc1Sc1ccccc1O)N(C)C (configuration not stated)	2.1	40.3*	-38.5*	15.8	22.7	-7.0	-0.2	-22.3	0.8
COc1cccc(C2C([N+](=O)[O-])=C(N)Oc3c2c(=O)oc2ccccc32)c1 (configuration not stated)	-0.2	1.8	-10.1	-5.9	2.7	2.4	-3.2	-0.4	0.5
COC(=O)C1=COC(C)C2CN3CCC4(C(=O)Nc5ccccc54)C3CC12 (configuration not stated)	-0.1	1.0	26.2	12.5	-7.4	-3.6	-5.3	9.3	-0.5
CCCCN1C(=O)/C(=C/c2ccc(N(C)C)cc2)C(=O)N(Cc2ccco2)C1=O	2.6	7.4	-1.5	-0.5	1.8	-8.5	-4.3	7.6	1.4
CC(C)CNP(=S)(c1ccccc1)C(C)(C)C (configuration not stated)	0.3	1.3	4.9	43.1*	4.1	-5.9	-2.2	5.9	-1.1
Clc1cccc(Cl)c1C1N2CCCN12 (configuration not stated)	-0.8	3.2	-3.1	0.9	-3.3	2.8	-5.8	2.8	-0.7
OC12ONC(c3ccccn3)C1N1CCC2CC1 (configuration not stated)	0.1	6.4	-11.8	3.2	-3.9	11.1	-5.5	0.3	0.2
Cn1c(=O)c2nncnc2n(C)c1=O	0.5	3.3	0.8	8.0	-3.1	9.6	-3.2	-9.4	2.2

# An excerpt of these results, field by field:
structure: O=Cc1c(C(=O)O)n(Cc2ccc(F)cc2Cl)c2ccccc12
  TRHR ag: 0.4 | D1 agonist: 1.9 | D1 antag: -7.5 | TRHR enhancer: -2.1 | D2 antag: 9.4 | RXFP1 antag: -2.0 | D1 PAM: -5.5 | D2 PAM: 0.9 | D2 agonist: -0.6
structure: CCCCN1C(=O)/C(=C/c2ccc(N(C)C)cc2)C(=O)N(Cc2ccco2)C1=O
  TRHR ag: 2.6 | D1 agonist: 7.4 | D1 antag: -1.5 | TRHR enhancer: -0.5 | D2 antag: 1.8 | RXFP1 antag: -8.5 | D1 PAM: -4.3 | D2 PAM: 7.6 | D2 agonist: 1.4
structure: Cc1ccc(-n2c(/C=C/c3cccs3)nc3ccccc3c2=O)cc1C
  TRHR ag: -0.2 | D1 agonist: 2.2 | D1 antag: -6.5 | TRHR enhancer: -15.6 | D2 antag: . | RXFP1 antag: -13.5 | D1 PAM: 2.2 | D2 PAM: 6.9 | D2 agonist: .

# Only part of the results is shown, so the mix of outcomes need not match the whole.
